High-throughput results from PubChem.
M. tuberculosis HTS = M. tuberculosis growth inhibition, HTS (AID 449762); M. tuberculosis H37Rv growth inhibition, 7H9 media; higher % means a stronger effect; inhibition, % at 25 µM, or IC50 in µM where a hit was titrated; actives 0.59% (n = 330,000); in the data active = a potency from the dose series; inconclusive = inhibition above about 70% without an active follow-up result;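 also: bacterial growth assessed after seven days of incubation; strong numbers were not always called active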
tuberculosis growth = growth inhibition of non-replicating M. tuberculosis (AID 488890). Mycobacterium tuberculosis non-replicating, growth inhibition; higher % means a stronger effect. one-dose inhibition, % at 25 µM; IC50 in µM for titrated hits. actives 0.39% (n = 320,000); in the data active = a potency from the dose series; inconclusive = inhibition mostly from about 82% at the one dose, without a potency; inactive = the rest, 99 in 100 with inhibition below about 76%;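 also: plate controls were DMSO cells for no effect and high antibiotic wells for full effect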
influenza NS1A = H1N1 influenza NS1A inhibitors, functional cell based assay (AID 504329) | actives 0.3% (n = 340,000) | inhibition, % at 12.5 µM, or IC50 in µM where a hit was titrated | NS1A functional cell-based assay, percent inhibition; higher % means a stronger effect; in the data active = a potency from the dose series; inconclusive = inhibition above about 27% without an active follow-up result; also: strong numbers were not always called active
Salmonella PhoP GFP = PhoP regulon inhibitors, Salmonella typhi PhoP promoter GFP reporter, confirmatory (AID 1850). Salmonella Typhi PhoP-promoter GFP reporter, fluorescence, 4 h; higher % means a stronger effect. inhibition, % at 50 µM, or IC50 in µM where a hit was titrated. actives 0.33% (n = 310,000); in the data active = a potency from the dose series; inconclusive = inhibition mostly from about 25% at the one dose, without a potency; inactive = the rest, 99 in 100 with inhibition below about 19%;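 also: 0% = induced wells with vehicle and 100% = uninduced wells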
inhibitors of VEEV = inhibitors of VEEV TC-83 cytopathic effect, confirmation, Vero cells (AID 588727); actives 0.13% (n = 350,000); Vero cells, VEEV TC-83 cytopathic effect inhibition; higher % means a stronger effect; one-dose inhibition, % at 20 µM; IC50 in µM for titrated hits; in the data active = a potency from the dose series; inconclusive = inhibition mostly from about 14% at the one dose, without a potency; inactive = the rest, 99 in 100 with inhibition below about 12%; also: strong numbers were not always called active
inhibitors of VEEV 10K pilot screen = further read-out of inhibitors of VEEV, marked with its call; inhibition, %; measured here: 10K pilot screen inhibition
Starred values were filed as active, the others as inactive; & = joins results of further samples.

Screening O=C(CS(=O)c1ccc(C(F)(F)F)cc1[N+](=O)[O-])Oc1ccccc1 (stereo not drawn) returned M. tuberculosis HTS inconclusive, tuberculosis growth inconclusive, influenza NS1A -0.4%, Salmonella PhoP GFP -9.4% and inhibitors of VEEV inactive.
COc1ccc(C(=O)/C=C/c2cccs2)c(OC(=O)N2CCOCC2)c1 was read as M. tuberculosis HTS 13.4%, tuberculosis growth 17.1%, influenza NS1A -5.5%, Salmonella PhoP GFP 0.9% and inhibitors of VEEV 1.3%.
C[C@H]1CN([C@@H](C)CO)C(=O)Cc2cc(NC(=O)Cc3cn(C)c4ccccc34)ccc2O[C@@H]1CN(C)S(=O)(=O)c1cn(C)cn1 was read as M. tuberculosis HTS 3.0%, tuberculosis growth -7.6%, influenza NS1A -9.1% and inhibitors of VEEV 0.5%.
Screening COc1cc2c(cc1OC)C(c1cccs1)N(C(=O)c1ccc(S(=O)(=O)N(C)C)cc1)CC2 (stereo not drawn) returned M. tuberculosis HTS -3.3%, tuberculosis growth 46.5%, influenza NS1A -5.1%, Salmonella PhoP GFP 1.9% and inhibitors of VEEV 3.6%.
CCOC(=O)C1CCN(C(C(=O)Nc2ccc3c(c2)OCCO3)c2ccccc2)CC1 (stereo not drawn) was read as M. tuberculosis HTS 8.6%, tuberculosis growth 16.4%, influenza NS1A 8.4%, Salmonella PhoP GFP -7.3% and inhibitors of VEEV inactive.
Screening CCN(CC(=O)Nc1cccc(S(=O)(=O)N2CCOCC2)c1)Cc1ccccc1 returned M. tuberculosis HTS -1.1%, tuberculosis growth -1.1%, influenza NS1A -13.5%, Salmonella PhoP GFP 2.3% and inhibitors of VEEV 3.1%.
`COc1ccc(OC)c(NC(=O)C2CCN(C(=O)C3CC(=O)N(c4ccc(C)cc4)C3)CC2)c1` (stereo not drawn) gave M. tuberculosis HTS -8.1%, tuberculosis growth 10.4%, influenza NS1A 6.2%, Salmonella PhoP GFP -2.4% and inhibitors of VEEV 4.1%.
`Cc1nn(CCc2nc(-c3ccco3)cs2)c2[nH]c(=O)cc(C(F)(F)F)c12` gave M. tuberculosis HTS -14.8%, tuberculosis growth 19.4%, influenza NS1A 6.5%, Salmonella PhoP GFP -5.1%&-8.7% and inhibitors of VEEV 0.2%.
`COc1ccc(OC)c(NC=C2C(=O)OC(C)(C)OC2=O)c1` gave M. tuberculosis HTS -3.6%, tuberculosis growth -13.1%, influenza NS1A -4.5%, Salmonella PhoP GFP -7.6% and inhibitors of VEEV 2.7%.
Screening Cc1ccc(NCCC(=O)c2cccc([N+](=O)[O-])c2)cc1 returned M. tuberculosis HTS 40.7%, tuberculosis growth inconclusive, influenza NS1A 8.0%, Salmonella PhoP GFP 13.1% and inhibitors of VEEV inactive.
For O=C1C=CC(=O)N1CCCCCCCCCCN1C(=O)C=CC1=O the results were influenza NS1A -10.4% and inhibitors of VEEV inconclusive.
Screening Cc1ccc(C(C)C)c(OCCn2c(=O)oc3ccccc32)c1 returned M. tuberculosis HTS -8.8%, tuberculosis growth 78.0%, influenza NS1A -9.3%, Salmonella PhoP GFP 6.2% and inhibitors of VEEV 1.2%.
Screening CC1CCN(S(=O)(=O)N2CCC(C(=O)NCCN3CCOCC3)CC2)CC1 returned M. tuberculosis HTS -8.3%, tuberculosis growth -16.1%, influenza NS1A -0.7%, Salmonella PhoP GFP -11.2% and inhibitors of VEEV 0.8%.
Cc1ccc(C)c(S(=O)(=O)C(C#N)c2nc3ccccc3nc2N2CC(C)OC(C)C2)c1 (stereo not drawn) was read as M. tuberculosis HTS -3.0%, tuberculosis growth 17.8%, influenza NS1A -2.8%, Salmonella PhoP GFP -22.1% and inhibitors of VEEV inactive.
COc1cc(C2C3=C(CCCC3=O)Nc3c2c(C)nn3-c2cccc(C)c2)cc(OC)c1O (stereo not drawn) was read as M. tuberculosis HTS -2.8%, tuberculosis growth 4.7%, influenza NS1A 1.0%, Salmonella PhoP GFP -5.5% and inhibitors of VEEV 1.4%.
CCOc1ccc(C(=O)NCC(c2cccs2)N(C)C)cc1OCC (stereo not drawn) was read as M. tuberculosis HTS -1.6%, tuberculosis growth 34.2%, influenza NS1A 0.6%, Salmonella PhoP GFP -6.7% and inhibitors of VEEV 1.5%.
CN1C(=O)/C(=C2\SC(N3CCCCCC3)=NC2=O)c2ccccc21 was read as M. tuberculosis HTS 3.6%, tuberculosis growth 24.9%, influenza NS1A 20.3%, Salmonella PhoP GFP -5.5% and inhibitors of VEEV 0.1%.
For CC1CCCCN1C(=O)CSc1nc(N)nc(N)n1 (stereo not drawn) the results were M. tuberculosis HTS 4.0%, tuberculosis growth 1.2%, influenza NS1A 7.0%, Salmonella PhoP GFP -4.4% and inhibitors of VEEV 0.5%.
Screening CC1(c2ccc(Cl)cc2)NC(=O)N(CC(=O)NCc2ccc(F)cc2)C1=O (stereo not drawn) returned M. tuberculosis HTS 9.5%, tuberculosis growth -3.6%, influenza NS1A -0.4%, Salmonella PhoP GFP -15.3% and inhibitors of VEEV 0.4%.
`NC(=O)CSc1nnnn1-c1cccc(Cl)c1` gave M. tuberculosis HTS -4.9%, tuberculosis growth 30.4%, influenza NS1A -3.8%, Salmonella PhoP GFP -5.8% and inhibitors of VEEV 0.1%.

Sorted by SMILES length (lowest first): 3 of the compounds above
For CC1CCCCN1C(=O)CSc1nc(N)nc(N)n1 (stereo not drawn) the results were M. tuberculosis HTS 4.0%, tuberculosis growth 1.2%, influenza NS1A 7.0%, Salmonella PhoP GFP -4.4% and inhibitors of VEEV 0.5%.
Screening CC1CCN(S(=O)(=O)N2CCC(C(=O)NCCN3CCOCC3)CC2)CC1 returned M. tuberculosis HTS -8.3%, tuberculosis growth -16.1%, influenza NS1A -0.7%, Salmonella PhoP GFP -11.2% and inhibitors of VEEV 0.8%.
Screening CC1(c2ccc(Cl)cc2)NC(=O)N(CC(=O)NCc2ccc(F)cc2)C1=O (stereo not drawn) returned M. tuberculosis HTS 9.5%, tuberculosis growth -3.6%, influenza NS1A -0.4%, Salmonella PhoP GFP -15.3% and inhibitors of VEEV 0.4%.

The listing continues:
Screening O=C(COC(=O)CN1C(=O)NC2(CCCC2)C1=O)Nc1ccc(C(F)(F)F)cc1[N+](=O)[O-] returned M. tuberculosis HTS -11.7%, tuberculosis growth 10.4%, influenza NS1A -2.9%, Salmonella PhoP GFP 8.1% and inhibitors of VEEV 1.7%.
Screening CC(C)OCCCn1c(=N)c(C(N)=S)cc2c(=O)n3ccccc3nc21 returned M. tuberculosis HTS 4.9%, tuberculosis growth 10.2%, influenza NS1A 18.3%, Salmonella PhoP GFP -1.8%, inhibitors of VEEV 5.4% and inhibitors of VEEV 10K pilot screen 8.5.
Screening COc1cccc(-n2c(C)nc3c(cnn3-c3ccc(Cl)cc3)c2=O)c1 returned M. tuberculosis HTS -7.6%, tuberculosis growth 4.6%, influenza NS1A -0.4%, Salmonella PhoP GFP -0.3% and inhibitors of VEEV inactive.
Screening CCOc1ccccc1Nc1nnc(SCC(=O)NC(Cc2c[nH]c3ccccc23)C(=O)O)s1 (stereo not drawn) returned M. tuberculosis HTS 2.3%, tuberculosis growth -14.9%, influenza NS1A -9.0%, Salmonella PhoP GFP -3.3% and inhibitors of VEEV 0.6%.
For Cc1cccc(NC(=O)[C@@H]2CCCN2C(=O)OC(C)(C)C)c1C the results were M. tuberculosis HTS 6.0%, tuberculosis growth -2.9%, influenza NS1A -0.1%, Salmonella PhoP GFP 1.8% and inhibitors of VEEV inactive.
`CCN(CC)S(=O)(=O)c1ccc2oc(C(=O)N3CCCCCC3)c(C)c2c1` gave M. tuberculosis HTS -1.6%, tuberculosis growth 21.0%, influenza NS1A -3.7%, Salmonella PhoP GFP -3.4%, inhibitors of VEEV 1.1% and inhibitors of VEEV 10K pilot screen 1.8.
`CCCC(c1nnnn1C(C)(C)CC)N(CCCO)Cc1cc2cc(C)cc(C)c2[nH]c1=O` (stereo not drawn) gave M. tuberculosis HTS 8.5%, tuberculosis growth 48.4%, influenza NS1A -83.2%, Salmonella PhoP GFP 21.5% and inhibitors of VEEV 7.3%.
`COc1ccc(OC)c(C(C)NC(C)=O)c1` (stereo not drawn) gave M. tuberculosis HTS -10.1%, tuberculosis growth 5.2%, influenza NS1A -7.1%, Salmonella PhoP GFP -2.6% and inhibitors of VEEV 2.0%.
For O=C(CC(C(=O)O)c1cccc(Cl)c1)c1ccccc1 (stereo not drawn) the results were M. tuberculosis HTS -1.8%, tuberculosis growth 1.6%, influenza NS1A 16.8%, Salmonella PhoP GFP -3.6% and inhibitors of VEEV inactive.
`Cc1ccc(S(=O)(=O)N2CCN(C(=O)CC(C)n3cncn3)CC2)cc1` (stereo not drawn) gave M. tuberculosis HTS -7.7%, tuberculosis growth -10.3%, influenza NS1A -5.7%, Salmonella PhoP GFP -6.0% and inhibitors of VEEV 1.5%.
For CC(C)c1ccc(NC(=O)C2CCCN2S(=O)(=O)c2ccccc2F)cc1 (stereo not drawn) the results were M. tuberculosis HTS 0.5%, influenza NS1A -7.2% and inhibitors of VEEV 5.0%.
For CN(C)CCCCOc1ccccc1-c1ccccc1 the results were M. tuberculosis HTS -3.9%, tuberculosis growth 19.7%, influenza NS1A -25.0%, Salmonella PhoP GFP 6.7% and inhibitors of VEEV inactive.
`O=C(NCc1ccccc1)c1ccc(S(=O)(=O)N2CCCC2)cc1` gave M. tuberculosis HTS 1.5%, tuberculosis growth -0.5%, influenza NS1A -1.4%, Salmonella PhoP GFP -12.0% and inhibitors of VEEV 2.2%.
c1cncc(-c2nc3ccccc3s2)c1 was read as M. tuberculosis HTS -2.0%, tuberculosis growth 1.8%, influenza NS1A 9.4%, Salmonella PhoP GFP 3.8% and inhibitors of VEEV 1.4%.
For O=C(NC1CCCC1)c1cccc(S(=O)(=O)N2CCCC2)c1 the results were M. tuberculosis HTS 4.7%, tuberculosis growth -13.7%, influenza NS1A -5.7% and inhibitors of VEEV inactive.
OC(COCc1ccccc1)COCc1ccccc1 was read as influenza NS1A -16.1% and inhibitors of VEEV inactive.
For CC(C)(C)C(=O)NC(C(N)=O)=C(Cl)Cl the results were M. tuberculosis HTS -0.6%, tuberculosis growth -2.6%, influenza NS1A 2.1%, Salmonella PhoP GFP -0.4% and inhibitors of VEEV 4.1%.
For CC(C)(C)CC(=O)Nc1nnc(C(F)(F)F)s1 the results were M. tuberculosis HTS -7.3%, tuberculosis growth 38.3%, influenza NS1A 16.9%, Salmonella PhoP GFP 0.5%, inhibitors of VEEV 0.7% and inhibitors of VEEV 10K pilot screen 0.6.
Screening Oc1ccc(/C=N/Nc2cc(N3CCOCC3)nc(N3CCOCC3)n2)cc1O returned M. tuberculosis HTS 2.7%, tuberculosis growth -21.9%, influenza NS1A 7.4%, Salmonella PhoP GFP -4.2% and inhibitors of VEEV 11.2%.
`O=C(Nc1ccc(F)cc1F)c1ccc(-n2cccn2)c([N+](=O)[O-])c1` gave M. tuberculosis HTS -3.4%, tuberculosis growth 3.8%, influenza NS1A 2.1%, Salmonella PhoP GFP 2.1%, inhibitors of VEEV 1.4% and inhibitors of VEEV 10K pilot screen 1.2.

Molecules listed so far containing a furan ring, fused or not:
`Cc1nn(CCc2nc(-c3ccco3)cs2)c2[nH]c(=O)cc(C(F)(F)F)c12` gave M. tuberculosis HTS -14.8%, tuberculosis growth 19.4%, influenza NS1A 6.5%, Salmonella PhoP GFP -5.1%&-8.7% and inhibitors of VEEV 0.2%.
`CCN(CC)S(=O)(=O)c1ccc2oc(C(=O)N3CCCCCC3)c(C)c2c1` gave M. tuberculosis HTS -1.6%, tuberculosis growth 21.0%, influenza NS1A -3.7%, Salmonella PhoP GFP -3.4%, inhibitors of VEEV 1.1% and inhibitors of VEEV 10K pilot screen 1.8.

Continuation:
`CC1CN(c2ncnc3c2c(-c2ccccc2)cn3-c2ccc(F)cc2)CC(C)O1` (stereo not drawn) gave M. tuberculosis HTS 16.3%, tuberculosis growth 10.9%, influenza NS1A -2.0%, Salmonella PhoP GFP 0.2% and inhibitors of VEEV 10.5%.
`COc1ccccc1C(=O)NC(=O)COC(=O)/C(=C/c1ccccc1)NC(C)=O` gave M. tuberculosis HTS -15.8%, tuberculosis growth -4.3%, influenza NS1A -12.7%, Salmonella PhoP GFP 0.4% and inhibitors of VEEV 0.6%.
O=C(NCc1ccco1)c1c(F)cccc1Cl was read as M. tuberculosis HTS 8.4%, tuberculosis growth 22.9%, influenza NS1A -3.3%, Salmonella PhoP GFP -4.1% and inhibitors of VEEV 0.5%.
For CCC1(CC)NC(=O)N(CC(=O)OC(C)C(=O)Nc2ccc(NC(C)=O)cc2)C1=O (stereo not drawn) the results were M. tuberculosis HTS -2.8%, tuberculosis growth -1.4%, influenza NS1A -3.9%, Salmonella PhoP GFP -8.4% and inhibitors of VEEV 0.7%.
